Siah-1 displacement – Siah-1 peptide-binding antagonists, primary screen, biochemical, fluorescence polarization, rhodamine-plectin, uHTS (AID 1817); one-dose displacement, % at 20 µM; IC50 in µM for titrated hits; actives 0.02% (n = 290,000); Siah-1 / rhodamine-plectin peptide fluorescence polarization; higher % means a stronger effect;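 active means displacement of at least 50% at 20 µM, with a fluorescence ratio check between 0.3 and a set limit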;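 further: plate controls were Siah plus tracer with DMSO for no effect and tracer alone without Siah for full effect; strong numbers were not always called active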
P. falciparum M1AAP – P. falciparum M1AAP inhibitors, biochemical, fluorogenic H-Leu-NHMec substrate, 1536-well (AID 1445). recombinant M1AAP, H-Leu-NHMec fluorogenic kinetic assay; higher % means a stronger effect. inhibition, % at 30 µM; hits with a dose series show IC50 in µM. actives 0.42% (n = 220,000);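 active means primary inhibition above the hit cutoff, then over 50% inhibition at one or more dose response concentrations, cut at about 23% in these data, passing the limit was not always enough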;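 further: plate controls were DMSO full reaction for no effect and no enzyme background for full effect; strong numbers were not always called active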
XIAP displacement – small molecules displacing peptide from XIAP – biochemical, IAP family, fluorescence polarization (AID 1018); XIAP BIR domain, fluorescence polarization peptide displacement; higher % means a stronger effect; displacement, % at 20 µM; hits with a dose series show IC50 in µM; actives 0.007% (n = 200,000); in the data active means displacement above about 50%; further: a part of the inactive calls stands beside numbers as strong as those of hits
LYP inhibition – inhibitors of LYP phosphatase, biochemical, fluorescence intensity, uHTS (AID 1779); inhibition, % at 11.5 µM; hits with a dose series show IC50 in µM; recombinant LYP phosphatase, fluorescence intensity; higher % means a stronger effect; actives 0.054% (n = 290,000);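 further: plate controls were vehicle with enzyme for no effect and no enzyme for full effect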
PMI inhibitors – inhibitors of human PMI, primary screen, biochemical, fluorescence intensity, coupled assay (AID 1209) | purified PMI enzyme, coupled fluorescence intensity; higher % means a stronger effect | inhibition, % at 20 µM; hits with a dose series show IC50 in µM | actives 0.42% (n = 190,000);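 further: plate controls were DMSO vehicle for no effect and wells lacking substrate for full effect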
Dynein transport – dynein cargo transport inhibition; actives 0.47% (n = 220,000); AID 1381; 3617.4 mouse cells, GR-EGFP nuclear translocation imaging; test concentration mostly 20 µM; stimulated with dexamethasone, 1 µM; hits give low values; z-score, hits read low;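 active means plate z-score of nuclear minus cytoplasmic receptor signal below a set negative limit, without overly bright fluorescence or cell loss, cut at about -3.5 in these data, passing the limit was not always enough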;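 further: z-score of nuclear minus cytoplasmic ring GR-EGFP intensity difference per well; some compounds called inactive have numbers as strong as hits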
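Medium: Induction medium lacking tetracycline, stripped serum | Probe or stimulus: 1.0 µM final dexamethasone stimulus | Schedule: 48 h induction, then 1 h compound, then 30 min agonist, 37 °C | Signal: Automated 10x imaging of fixed Hoechst-stained cells | Evaluation: Per-cell GR-EGFP intensity, nucleus versus surrounding cytoplasmic ring, well-averaged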
AID2073 – disruptors of CaV2.2 binding to Mint1 – biochemical, HTRF (AID 2073). inhibition, % at 20 µM; hits with a dose series show IC50 in µM. actives 0.19% (n = 290,000). HTRF protein-protein interaction, Mint1-CaV2.2; higher % means a stronger effect; in the data active means inhibition mostly above about 51%, no sharp cut-off; further: some results filed as inactive read as strong as hits
P. falciparum M17LAP – P. falciparum M17LAP inhibitors, primary screen, biochemical, fluorogenic H-Leu-NHMec substrate, 1536-well (AID 1619); recombinant M17LAP, H-Leu-NHMec fluorogenic kinetic assay; higher % means a stronger effect; actives 0.38% (n = 220,000); inhibition, % at 30 µM; hits with a dose series show IC50 in µM;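 active means compound inhibiting the enzyme by more than half at any dose during confirmatory dose-response retesting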;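 further: plate controls were full reaction with DMSO carrier for no effect and no enzyme background for full effect; strong numbers were not always called active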
human PMI inhibitors – human PMI inhibitors, high substrate, primary screen, biochemical, fluorescence intensity, high mannose 6-phosphate (AID 1220); actives 0.66% (n = 190,000); recombinant PMI enzyme, coupled fluorescence intensity; higher % means a stronger effect; one-dose inhibition, % at 20 µM; IC50 in µM for titrated hits
Dynein transport cytoplasmic EGFP – also measured in Dynein transport; calls as there; z-score; measured here: cytoplasmic GR-EGFP intensity; hits give high values
Dynein transport nuclear GR-EGFP – second read-out of Dynein transport, no call of its own (marks repeat the call); z-score; measured here: nuclear GR-EGFP intensity;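 lower value marks the stronger effect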
Dynein transport cell count – recorded beside Dynein transport, whose call it bears; z-score; measured here: cell count per field
Active calls of the source: *; . = not tested or not shown. Unless noted, no stated cut-off is given here; in the data, active means inhibition above about 50%; inactive means the rest.

SMILES	Siah-1 displacement	P. falciparum M1AAP	XIAP displacement	LYP inhibition	PMI inhibitors	Dynein transport	Dynein transport cytoplasmic EGFP	Dynein transport nuclear GR-EGFP	Dynein transport cell count	AID2073	P. falciparum M17LAP	human PMI inhibitors
COc1ccc(NC(=O)C(C)N2c3cccc4cccc(c34)S2(=O)=O)cc1OC (stereo unspecified)	4%	8%	0.9%	4%	8%	0.87	-0.28	0.42	0.53	18%	9%	32%
O=C(NN1C(=O)C2C3C=CC(C4CC34)C2C1=O)c1ccc(Cl)c(Cl)c1 (stereo unspecified)	6%	-6%	-1.5%	-3%	16%	1.3	-0.18	0.93	-0.97	3%	17%	15%
CC(=O)c1ccc(N=C2SCCCN2C(=O)C2CCCC2)cc1	1%	2%	-3.2%	-3%	-4%	-1.4	-0.17	-0.58	0.65	4%	7%	-8%
COc1ccccc1NC(=O)c1cnc(Nc2ccccc2OC)c2ccccc12	4%	2%	-6.6%	1%	16%	0.35	-0.22	0.25	0.12	24%	-1%	6%
O=C(C1=C[C@H](C2CCCCC2)C[C@H](OCc2ccc(CO)cc2)O1)N1CCN(Cc2ccc3c(c2)OCO3)CC1	-1%	0%	-11%	1%	25%	0.79	-0.24	0.69	-0.72	3%	-1%	21%
Cc1cc(NC(=O)CCC(=O)N(c2ccc(F)cc2)C2(C(=O)NC3CCCCC3)CCCC2)no1	-2%	2%	-4.3%	-3%	9%	3.3	0.12	1.4	-1.4	-1%	9%	14%
CC(C)OC(=O)c1c2nc3ccccc3nc2n2c1[nH]c(=O)c1ccccc12	-2%	1%	-10%	6%	8%	0.86	0.82	0.63	-0.18	34%	-5%	3%
COC(=O)[C@@H]1C[C@@H]2CC[C@@H](O)C[C@@H]2N1Cc1ccc(C(F)(F)F)cc1	-6%	0%	.	-6%	.	-0.64	-0.6	-0.33	0.21	12%	-9%	.
N=c1n(CCO)c2ccccc2n1CCOc1ccc(Cl)cc1Cl	0%	10%	0.9%	-9%	2%	0.72	0.097	0.64	0.13	8%	-7%	0%
Cc1ccccc1OCCCC(=O)Nc1ccc(Br)cc1	-1%	1%	-0.5%	0%	20%	-0.97	-0.16	-0.56	0.69	0%	1%	9%
CCOc1cc(N2CCOCC2)c(OCC)cc1NC(=O)c1ccc(S(=O)(=O)N(C)C)cc1	16%	.	.	2%	.	-0.14	-0.8	-0.28	0.17	-12%	.	.
COCCCN(CC(=O)O)S(=O)(=O)c1ccccc1	7%	7%	-6.6%	-6%	-15%	0.057	-0.32	0.48	0.07	14%	-3%	-11%
COc1ccccc1N1CCN(Cc2cn[nH]c2-c2ccc(F)cc2)CC1	4%	3%	.	-5%	.	0.92	-0.3	0.13	-0.15	15%	0%	.
COC(=O)c1cc(/C=C/c2ccccc2)on1	4%	3%	-9.1%	-1%	-13%	-0.85	-0.53	-0.37	0.56	15%	4%	-4%
CN(C)CCCN=c1cc(-c2ccccc2)oc2ccc(Cl)cc12	3%	1%	-1.2%	-5%	2%	-2	0.2	-1	0.4	-4%	-1%	8%
CN1CCN(c2ccc(Cl)cc2NC(=O)/C=C/c2cccc(F)c2)CC1	-6%	11%	-7.4%	-1%	4%	-0.42	-0.18	0.026	1.1	-12%	-4%	-3%
O=C(NCc1ccccc1)C(=O)NCC1OCCN1C(=O)c1cccs1 (stereo unspecified)	10%	1%	-24%	-8%	13%	0.64	0.19	0.59	-1.9	18%	-6%	7%
CCOC(=O)c1cc(-c2cccnc2)nn1-c1ccccc1	0%	-1%	-17%	-4%	4%	0.64	-0.33	0.82	0.38	3%	-1%	4%
CC12CC3CC(C)(C1)CC(CN)(C3)C2	8%	-4%	-7.7%	-8%	2%	-1	-0.2	-0.69	-0.028	8%	-2%	0%
COc1ccc(N2C(=O)S[C@@H]3CS(=O)(=O)C[C@@H]32)cc1	2%	-2%	0.8%	-1%	-7%	-0.24	0.09	0.44	-1.3	-4%	-6%	-2%
CCc1cccc(N=c2c([N+](=O)[O-])nn(-c3ccc(Cl)cc3)n2O)c1	1%	3%	1.0%	1%	23%	1.4	0.29	0.85	-1.7	-6%	-4%	17%
CC(/C=C/c1cccc([N+](=O)[O-])c1)=N\NC(=O)c1ccncc1	8%	5%	-5.3%	-5%	-2%	-0.7	-0.13	-0.47	0.21	-7%	18%	0%
CC1SCC(=O)N(CC(=O)NC2CCCCC2)C1=O (stereo unspecified)	4%	-6%	-9.5%	3%	-9%	1.3	-0.16	0.7	-1	4%	2%	-3%
Cc1ccc(CC(NC(=O)c2ccccc2)C(=O)NCC(=O)O)cc1 (stereo unspecified)	-2%	-1%	-2.7%	-2%	2%	1.9	0.14	1.9	-1.6	1%	12%	-7%
COC(=O)C1=C(C)N(CC2CCCO2)C(=O)C1 (stereo unspecified)	5%	1%	-1.3%	-11%	0%	-0.66	-0.34	-0.18	0.16	-3%	-7%	9%
Next section:
SMILES	Siah-1 displacement	P. falciparum M1AAP	XIAP displacement	LYP inhibition	PMI inhibitors	Dynein transport	Dynein transport cytoplasmic EGFP	Dynein transport nuclear GR-EGFP	Dynein transport cell count	AID2073	P. falciparum M17LAP	human PMI inhibitors
C=CCNc1cnn(-c2ccc(C)cc2)c(=O)c1Sc1ccc(C)cc1	-5%	1%	-0.7%	-6%	2%	0.41	-0.26	1	-1	4%	4%	4%
CCC(=O)NS(=O)(=O)c1ccc(N=NN2CCCCC2)cc1	-2%	5%	-7.3%	-4%	22%	2.3	-0.14	1.1	-1.4	-5%	21%	6%
CCn1cc(CNCc2ccc(OCC(O)CN(C)Cc3ccccc3)cc2)cn1 (stereo unspecified)	1%	2%	-4.1%	-1%	-2%	-0.011	-0.26	-0.13	0.17	5%	-10%	-7%
CCn1c(SCC(=O)Nc2oc(-c3ccccc3)c(-c3ccccc3)c2C#N)nnc1-c1cc(OC)cc(OC)c1	20%	0%	-67%	4%	9%	0.63	-0.22	0.2	0.22	2%	-2%	2%
O=c1n(-c2ccccc2)c(=O)n2n1CCC2	0%	4%	-3.2%	-4%	-3%	-0.81	-0.28	-0.27	1.2	12%	-2%	2%
CC(=O)N1N=C(c2cccc(Br)c2)OC12CCCC2	2%	-5%	-6.2%	-9%	10%	-0.27	-0.32	-0.035	0.35	10%	2%	11%
CC(=O)Nc1sc2c(c1C(=O)N1CCOCC1)CCCCC2	-3%	-1%	-5.5%	-11%	4%	-1.1	-0.23	-0.55	0.47	-5%	0%	1%
COCCCNC(=O)c1ccc(N2CCCC2)c(NS(=O)(=O)c2ccc(C)cc2)c1	-2%	1%	-6.3%	-1%	-30%	0.22	-0.32	-0.22	0.41	-7%	0%	-118%
O=C(O)CCC(=O)c1ccc2c(c1)OCCO2	-1%	-8%	0.4%	-3%	-4%	2.9	0.055	2.2	-1.5	-8%	2%	4%
O=C(N/N=C/c1cccs1)C(=O)Nc1cccc(Cl)c1	4%	6%	-4.1%	-7%	-3%	-0.097	-0.37	0.25	1.2	6%	-1%	-3%
CCOC(=O)C(NCCc1ccc(F)cc1)(NC(=O)CC)C(F)(F)F (stereo unspecified)	4%	3%	-17%	2%	-1%	-0.48	-0.29	-0.51	0.67	-2%	1%	-2%
Cc1ccc(N=Cc2c(O)n(-c3ccc4c(c3)OCO4)c(=O)c3ccccc23)cc1	-4%	-2%	-14%	-3%	-8%	0.48	0.031	0.6	-0.13	16%	-2%	-6%
COc1ccc(S(=O)(=O)NCC2CCCN(C(=O)CNC(C)=O)C2)cc1 (stereo unspecified)	4%	4%	-6.8%	-8%	3%	0.32	-0.054	0.23	-0.18	-37%	0%	1%
CC(C)(C)OC(=O)NNC(=O)c1ccc(Cl)cc1	0%	-2%	-3.8%	3%	3%	-0.55	-0.22	-0.41	1.3	-3%	2%	-1%
C=CCOc1c(Cl)cc(CNc2ccc(C)c(Cl)c2)cc1OC	-7%	2%	-2.3%	4%	13%	0.21	-0.21	0.15	0.24	-5%	3%	13%
CCOc1ccc(S(=O)(=O)N2CCN(C(=S)NCc3ccccc3)CC2)cc1	8%	6%	.	-4%	.	-0.18	-0.25	-0.071	0.22	-6%	0%	.
O=C(O)Cn1cc(C(=S)N2CCCCC2)c2ccccc21	0%	-13%	-12%	4%	23%	1.7	1.2	2	-2.1	5%	9%	3%
O=C1C(=O)N(CCOCCO)C(c2ccccn2)/C1=C(\O)c1ccccc1 (stereo unspecified)	5%	7%	-4.3%	2%	-12%	-0.4	-0.2	-0.078	0.087	5%	21%	-15%
CCOC(=O)c1c(NC(=O)Cn2c(=O)oc3ccccc32)oc(C)c1C(C)=O	7%	16%	-2.0%	0%	-16%	-0.22	-0.22	-0.095	-0.18	2%	3%	-12%
O=S(=O)(c1ccc(F)c2ccccc12)N1CCCCC1	-5%	-15%	-4.3%	-2%	6%	1.9	-0.2	0.79	-1	0%	-5%	2%
Cn1nnc2cc(C(=O)NCc3ccc4c(c3)OCO4)ccc21	2%	-2%	-1.4%	-2%	0%	1.7	-0.19	0.71	-1.6	43%	8%	1%
CC(C)(CNC(=O)c1cc(=O)[nH]c2ccccc12)N1CCOCC1	2%	-3%	-5.4%	-6%	9%	-0.79	-0.32	-0.24	0.69	-4%	-8%	10%
COc1ccc(OCC(=O)OCCN(C)C)cc1	-4%	-6%	-7.9%	-4%	9%	-0.68	-0.24	-0.19	1.4	6%	-3%	-7%
O=C(CNC(=O)c1ccc(Cl)cc1Cl)OCC(=O)c1ccc2c(c1)OCCO2	-6%	2%	-3.7%	-7%	2%	-0.3	-0.26	0.051	0.65	4%	1%	-6%
O=C(COC(=O)CC1CC2CCC1C2)Nc1cccc(S(=O)(=O)NC2=NCCCCC2)c1 (stereo unspecified)	-6%	6%	-14%	-1%	-7%	0.57	-0.3	0.16	0.23	1%	-2%	-5%

Copied from the results shown, 4 compounds:
SMILES	Siah-1 displacement	P. falciparum M1AAP	XIAP displacement	LYP inhibition	PMI inhibitors	Dynein transport	Dynein transport cytoplasmic EGFP	Dynein transport nuclear GR-EGFP	Dynein transport cell count	AID2073	P. falciparum M17LAP	human PMI inhibitors
CC(C)(CNC(=O)c1cc(=O)[nH]c2ccccc12)N1CCOCC1	2%	-3%	-5.4%	-6%	9%	-0.79	-0.32	-0.24	0.69	-4%	-8%	10%
COc1ccc(OCC(=O)OCCN(C)C)cc1	-4%	-6%	-7.9%	-4%	9%	-0.68	-0.24	-0.19	1.4	6%	-3%	-7%
O=C(CNC(=O)c1ccc(Cl)cc1Cl)OCC(=O)c1ccc2c(c1)OCCO2	-6%	2%	-3.7%	-7%	2%	-0.3	-0.26	0.051	0.65	4%	1%	-6%
O=C(COC(=O)CC1CC2CCC1C2)Nc1cccc(S(=O)(=O)NC2=NCCCCC2)c1 (stereo unspecified)	-6%	6%	-14%	-1%	-7%	0.57	-0.3	0.16	0.23	1%	-2%	-5%

Screening results deposited in PubChem by several laboratories.

Not a hit list, and some 2.1% of all compounds hit somewhere here.
